# ADAM10 inh: inhibitors of human ADAM10 | recombinant ADAM10, EDANS/DABCYL FRET peptide cleavage, 3 h | O14672 | inhibition, % at 7 µM | hit rate 0.62% among 370,000;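 active means inhibition above a per-campaign cutoff equal to the mean of compounds falling between control-based bounds plus 3 SD, cut at about 20% in these data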;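 further: 0% = DMSO wells while the 100% control is not disclosed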
# GAA850 FXN act: increases GAA850 frataxin promoter reporter activity; hit rate 0.56% among 360,000; activation, % at 6 µM; HEK293 lucGAA850 FXN promoter luciferase reporter, 24 h; percent of 10 µM SAHA response;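 active means activation above the average of all compounds screened plus 3 SD, cutoff fixed separately per campaign, cut at about 7.5% in these data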;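 further: 0% = DMSO wells and 100% = 10 µM SAHA wells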
# ASAP1 GAP inh: blocks human ASAP1-stimulated Arf1 GTP hydrolysis; hit rate 0.19% among 360,000; inhibition, % at 16.5 µM; Q9ULH1; GDP FP detection; AID 624377; in the data active means inhibition above about 25%;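 further: 0% = vehicle with enzyme and substrate and 100% = no enzyme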
# NPR1 activator: GC-A (human) enzyme activation. P16066. HEK293 GC-A cells, cGMP TR-FRET, EC30 ANP; 0% at EC30 ANP, 100% saturating ANP. activation, % at 10 µM. hit rate 0.14% among 370,000; in the data active means activation above about 40%
# HGIII-sPLA2 inh: Inhibits HGIII-sPLA2 liposome hydrolysis, primary screen. Q9NZ20. QFRET BODIPY PC-A2 liposome hydrolysis, fluorescence. inhibition, % at 12.2 µM. hit rate 0.56% among 370,000. AID 743126;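 active means inhibition above mean plus 3 SD of compounds lying within the high and low control bounds, cut at about 19% in these data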;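 further: 0% = median of test compound wells and 100% = no enzyme DMSO wells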
# Target sequence (Q9NZ20 whole entry, looked up): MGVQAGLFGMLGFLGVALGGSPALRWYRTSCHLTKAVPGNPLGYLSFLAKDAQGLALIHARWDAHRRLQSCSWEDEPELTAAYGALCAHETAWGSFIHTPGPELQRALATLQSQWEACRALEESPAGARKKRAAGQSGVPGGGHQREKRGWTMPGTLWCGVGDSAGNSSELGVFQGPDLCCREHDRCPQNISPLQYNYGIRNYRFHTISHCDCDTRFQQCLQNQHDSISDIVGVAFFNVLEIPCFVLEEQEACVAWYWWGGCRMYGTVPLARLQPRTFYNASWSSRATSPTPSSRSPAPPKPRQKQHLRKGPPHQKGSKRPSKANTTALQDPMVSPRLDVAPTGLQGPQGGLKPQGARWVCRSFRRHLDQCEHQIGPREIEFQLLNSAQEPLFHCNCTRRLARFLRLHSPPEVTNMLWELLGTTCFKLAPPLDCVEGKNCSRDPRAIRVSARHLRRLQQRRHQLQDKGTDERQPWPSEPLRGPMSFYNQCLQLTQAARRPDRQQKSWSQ
# GC-B act: GC-B (human) receptor activation. hit rate 0.11% among 370,000. activation, % at 10 µM. HEK293-GC-B cells, CNP EC30, cGMP TR-FRET; 0% at EC30 CNP, 100% saturating CNP;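 active means activation at 10 µM reaching about 35% in either raw or pattern-adjusted values, limit read from the data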
# ARFGAP1 inh: inhibits rat ARF GTPase activating protein 1 | Arfgap1-stimulated ARF1 GTP hydrolysis, GDP FP detection | hit rate 0.26% among 360,000 | Q62848 | inhibition, % at 16.5 µM | AID 651572;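 active means inhibition above a per-plate limit, mean inhibition of low control wells plus 3 SD, cut at about 25% in these data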;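 further: 0% = DMSO wells with enzyme and 100% = wells lacking Arfgap1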
# Target sequence (Q62848 1-136 limits assumed): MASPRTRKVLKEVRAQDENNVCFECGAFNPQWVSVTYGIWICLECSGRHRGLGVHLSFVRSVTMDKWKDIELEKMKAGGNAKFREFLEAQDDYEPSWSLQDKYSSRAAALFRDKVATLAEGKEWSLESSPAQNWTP
#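 Material: rat Arfgap1 GAP domain (His6, aa 1-136), purified enzyme. Also added: human ARF1(Δ1-17)-GTP substrate. Compound dosing: 16.5 µM single point, 1.26% DMSO. Timing: enzyme reaction 120 min at 25 °C after 20 min preincubation. Signal: GDP detection by fluorescence polarization. Read-out basis: percent inhibition of GAP-stimulated GDP formation, scaled between DMSO and no-Arfgap1 medians.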
# rCAG RNA binder: binds r(CAG) RNA repeats. r(CAG) RNA repeat, TO-PRO-1 dye displacement fluorescence. inhibition, % at 3 µM. hit rate 1.3% among 370,000. AID 651821;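 active means inhibition above the plate cutoff, the mean of all test compounds on that plate plus 3 SD, cut at about 35% in these data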;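 further: 0% = DMSO alone and 100% = 100 µM mitoxantrone as full dye displacement; higher means more dye released from RNA so lower well fluorescence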
# DDE Tn6 FP inh: DD(E)-Tn6 binding inhibition, primary FP screen | inhibition, % at 8.3 µM | Fibrin DD(E) TRITC-Tn6 fluorescence polarization displacement | P02675 | hit rate 0.21% among 370,000;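 active means inhibition above a per-campaign cutoff: mean of compounds within control limits plus 3 SD, cut at about 15% in these data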;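 further: 0% = median of all compound wells on the plate and 100% = blocking peptide control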
# proKLK7 act: activates the human kallikrein-7 zymogen. P49862. purified proKLK7, EDANS-DABCYL substrate fluorescence; 100% is mature enzyme control, 0% vehicle. activation, % at 7 µM. hit rate 0.9% among 370,000. AID 652039;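 active means activation above the mean of all tested compounds plus 3 SD, computed per campaign excluding outliers beyond control limits, cut at about 13% in these data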
# Target sequence (P49862 whole entry, looked up): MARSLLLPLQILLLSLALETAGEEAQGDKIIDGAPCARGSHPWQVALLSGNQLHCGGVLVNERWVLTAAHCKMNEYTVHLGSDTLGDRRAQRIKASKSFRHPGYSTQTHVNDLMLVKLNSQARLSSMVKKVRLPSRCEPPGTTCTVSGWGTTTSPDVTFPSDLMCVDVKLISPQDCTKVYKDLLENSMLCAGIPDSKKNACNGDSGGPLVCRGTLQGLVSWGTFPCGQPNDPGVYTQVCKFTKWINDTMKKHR
# Active calls of the source: *; i = inactive; · = not tested or not shown.
SMILES,ADAM10 inh,GAA850 FXN act,ASAP1 GAP inh,NPR1 activator,HGIII-sPLA2 inh,GC-B act,ARFGAP1 inh,rCAG RNA binder,DDE Tn6 FP inh,proKLK7 act
CC12CC3(C)CC(C)(C1)CC(C(=O)NC(=S)N1CCCC1)(C2)C3,-5,0.4,-6,1,4,3,-10,0,-1,-0.1
O=c1c2ccccc2[nH]c2ccc(F)cc12,i,0.4,7,3,2,3,-2,2,7,-5.8
C=CCN(Cc1cc(OC)ccc1OC)S(=O)(=O)N(C)C,5,2.0,10,-5,2,-8,2,-4,-3,0.3
Cc1cccc(OCCN2C(=O)C(=O)c3cc(C)ccc32)c1,0,0.5,-5,-10,24*,-10,-9,-1,-4,-1.0
CC1(C)Cc2c(cnn2-c2ccc(F)cc2)C(NC(=O)C2=CC(=O)CC(C)(C)O2)C1 (stereo not drawn),-1,2.7,-6,-6,0,1,12,1,-4,0.3
CCOC(=O)C1=C(C)NC(=O)NC1c1ccccc1 (stereo not drawn),-1,0.5,0,-1,7,2,-5,1,12,-0.5
CC1CCCCC1NC(=O)c1cccc(N2C(=O)C3C4C=CC(C4)C3C2=O)c1 (stereo not drawn),-3,-2.4,1,3,0,2,-2,-1,6,0.9
COc1ccc(NC(=O)c2ccc(NC(=O)CN3CCN(c4ccccc4OC)CC3)cc2)cc1,3,-1.0,-4,-1,-1,-1,2,12,-10,0.6
CC(C)(CNC(=O)c1ccc(Br)o1)CNC(=O)c1ccc(Br)o1,-1,0.2,-4,-1,-4,1,12,-4,5,0.5
O=P1(NC2CCCCC2)OCC2(CO1)COP(=O)(NC1CCCCC1)OC2 (stereo not drawn),0,-0.7,-10,1,4,-5,3,1,3,0.0
COCCCn1c(SCc2nc3ccccc3c(=O)[nH]2)nc2ccccc2c1=O,-2,0.8,-1,8,0,5,-11,-2,3,-0.6
O=C(NCc1ccco1)c1cc([N+](=O)[O-])ccc1N1CCOCC1,7,-1.0,16,-2,2,5,-5,6,1,0.5

# Copied from the listing for reference:
SMILES,ADAM10 inh,GAA850 FXN act,ASAP1 GAP inh,NPR1 activator,HGIII-sPLA2 inh,GC-B act,ARFGAP1 inh,rCAG RNA binder,DDE Tn6 FP inh,proKLK7 act
CC12CC3(C)CC(C)(C1)CC(C(=O)NC(=S)N1CCCC1)(C2)C3,-5,0.4,-6,1,4,3,-10,0,-1,-0.1
O=c1c2ccccc2[nH]c2ccc(F)cc12,i,0.4,7,3,2,3,-2,2,7,-5.8
C=CCN(Cc1cc(OC)ccc1OC)S(=O)(=O)N(C)C,5,2.0,10,-5,2,-8,2,-4,-3,0.3
Cc1cccc(OCCN2C(=O)C(=O)c3cc(C)ccc32)c1,0,0.5,-5,-10,24*,-10,-9,-1,-4,-1.0
CC1(C)Cc2c(cnn2-c2ccc(F)cc2)C(NC(=O)C2=CC(=O)CC(C)(C)O2)C1 (stereo not drawn),-1,2.7,-6,-6,0,1,12,1,-4,0.3
CCOC(=O)C1=C(C)NC(=O)NC1c1ccccc1 (stereo not drawn),-1,0.5,0,-1,7,2,-5,1,12,-0.5
CC1CCCCC1NC(=O)c1cccc(N2C(=O)C3C4C=CC(C4)C3C2=O)c1 (stereo not drawn),-3,-2.4,1,3,0,2,-2,-1,6,0.9
COc1ccc(NC(=O)c2ccc(NC(=O)CN3CCN(c4ccccc4OC)CC3)cc2)cc1,3,-1.0,-4,-1,-1,-1,2,12,-10,0.6
CC(C)(CNC(=O)c1ccc(Br)o1)CNC(=O)c1ccc(Br)o1,-1,0.2,-4,-1,-4,1,12,-4,5,0.5
O=P1(NC2CCCCC2)OCC2(CO1)COP(=O)(NC1CCCCC1)OC2 (stereo not drawn),0,-0.7,-10,1,4,-5,3,1,3,0.0
COCCCn1c(SCc2nc3ccccc3c(=O)[nH]2)nc2ccccc2c1=O,-2,0.8,-1,8,0,5,-11,-2,3,-0.6
O=C(NCc1ccco1)c1cc([N+](=O)[O-])ccc1N1CCOCC1,7,-1.0,16,-2,2,5,-5,6,1,0.5

# The listing continues:
SMILES,ADAM10 inh,GAA850 FXN act,ASAP1 GAP inh,NPR1 activator,HGIII-sPLA2 inh,GC-B act,ARFGAP1 inh,rCAG RNA binder,DDE Tn6 FP inh,proKLK7 act
COC(=O)c1sccc1NS(=O)(=O)c1ccc(F)cc1F,-3,1.5,-3,-1,-1,6,-8,2,3,0.0
Cc1[nH]n(-c2ccccc2)c(=O)c1C=Nc1ccc2[nH]c(=O)[nH]c2c1,-1,0.5,-9,2,0,-11,4,-1,-2,-0.8
CCOCCn1c(CN2CCN(C(=O)c3ccco3)CC2)nc2c1c(=O)n(C)c(=O)n2C,-5,1.9,1,2,13,-4,-2,2,-1,-0.1
O=S(=O)(/N=C(/Nc1ccccc1)C(F)(F)F)c1ccccc1,13,1.8,-5,1,-1,1,-3,4,8,0.2
Cc1nc2ccccc2n1CC(=O)NN,-7,1.6,10,2,-4,-1,-3,-5,4,-0.2
COC(=O)c1ccc(CN2CCCC(CNC(=O)Cc3ccc(OC)cc3)C2)cc1 (stereo not drawn),1,-0.8,6,-6,9,0,3,-2,6,-0.1
Cc1ccc(SCC(=O)NC2CCCCCC2)cc1,-5,4.9,-8,3,5,4,9,-9,-4,-0.1
COc1ccc(S(=O)(=O)NC(N)=NCCc2ccc(OC)c(OC)c2)cc1,2,·,5,1,5,0,1,-2,0,0.0
O=C(CSc1ncnc2sc3c(c12)CCCC3)c1ccccc1,-5,-0.4,2,-3,-4,-7,7,-1,-4,-0.7
Cc1ccc(Nc2nnc(SC(C)C(=O)NCC3CCCO3)s2)cc1 (stereo not drawn),-7,0.2,4,-1,-5,-4,0,2,-2,0.1
O=C(Nc1ccccc1O)c1ccccc1O,-5,2.5,14,9,-2,3,11,4,2,-0.6
CCOc1ccc(OCCC(=O)OCC(=O)N2CCN(S(=O)(=O)c3ccc(C)cc3)CC2)cc1,-6,2.3,-11,2,5,1,-12,4,-11,-0.2
N#Cc1c(-c2ccc(F)cc2)ccnc1N1CCOCC1,-127,1.0,10,2,2,-7,8,-5,-3,0.9
O=C1NC(=O)/C(=C\c2ccc(Cl)nc2)S1,3,2.8,13,0,3,-5,7,6,-2,-0.3
Cn1c(Cn2c3ccccc3c3ccccc32)n[nH]c1=S,17,0.0,1,-8,7,0,12,8,-4,-0.1
O=S(=O)(NCCc1ccccc1)c1cccc2nsnc12,1,0.5,-13,0,-3,-5,0,-4,-2,0.3
Cc1cccc(NC(=S)NC2CC3CCCC(C2)N3Cc2ccco2)c1 (stereo not drawn),-5,-0.2,3,-7,1,-1,2,-6,0,0.1
CCn1c2ccccc2c2nnc(SCCN3CCOCC3)nc21,3,2.2,-4,4,-2,7,-2,3,2,-0.6
CC(C)C[C@H](NC(=O)C1(c2ccccc2)CCN(C(=O)[C@H]2CSCN2C(=O)OC(C)(C)C)CC1)C(=O)O,-12,-1.2,-7,3,5,2,-3,1,2,0.5
Cn1c(NCCOc2ccccc2)nc2cc(-c3ccc(F)cc3)sc2c1=O,6,1.3,7,-4,7,-8,1,5,-4,0.2
CCc1nc2ccc(C(=O)NC3CCN(Cc4ccccc4)CC3)cn2c1N(CC)Cc1cccc(Br)c1,3,-4.6,-4,-8,-7,3,-7,5,-4,-1.5
O=[N+]([O-])c1ccc(COc2ccc(CN3CCOCC3)cc2)cc1,-8,-0.9,8,4,-3,4,-4,-2,3,0.8
Cc1nc(C)n(CC(C)C(=O)N2CCN(S(=O)(=O)c3ccccc3)CC2)n1 (stereo not drawn),6,-2.6,-24,1,0,1,-10,1,-6,0.4
Cc1cc(C)c2c(N)c(C(=O)C(C)(C)C)sc2n1,-13,2.1,1,12,8,16,-2,-7,-1,0.1
Cn1c(N)c(C(=O)c2cc(-c3ccccc3)nc3ccccc23)c(=O)n(C)c1=O,-5,1.7,-1,-2,-1,-4,-5,1,5,0.0
COc1ccc(-n2c(C)nc3cc(C(=O)O)ccc32)cc1,2,0.0,6,1,4,1,-9,1,11,0.5
COC(=O)C(CC(=O)CNC(=O)c1ccccc1)NC(=O)c1ccccc1 (stereo not drawn),-15,2.4,-4,2,-2,3,-5,1,-3,-0.5
Cc1c(/C=C2\NC(=O)NC2=O)c2ccccc2n1C,-1,-0.9,-5,-16,1,-4,3,2,2,0.8
N#CCCN(C(=O)CN1CCN(S(=O)(=O)c2ccc(Cl)s2)CC1)c1ccc(F)cc1,-20,-0.2,-2,-1,1,2,2,-8,0,-0.5
O=C(CN1CCC2(CC1)OCCO2)c1c[nH]c2ccccc12,-3,·,-5,5,6,0,7,5,-1,0.3
C/C(Cn1nnc2ccccc21)=N\OC(=O)c1ccccc1C,3,-1.3,-16,0,1,0,-4,-1,-2,0.2
CCCN(CC(=O)Nc1ccc(C(N)=O)cc1)CC(=O)Nc1ccc(F)c(F)c1F,0,1.9,3,0,-6,6,-12,-2,2,-0.5
CN(C)S(=O)(=O)c1cccc(NC(=O)COc2ccccc2C(=O)NCc2ccccc2)c1,0,0.1,3,1,-19,-3,-7,7,5,0.2
Cn1c(SCC(=O)NNC(=O)Nc2ccccc2)nnc1-c1ccccc1,-2,1.2,5,4,-5,-2,6,1,-8,0.5
COc1ccc(S(=O)(=O)N2CCCCC2)cc1NC(=O)CNc1ccccc1N1CCCC1=O,-9,0.9,-7,0,-8,3,-18,5,-3,0.0
CN(C(=O)COC(=O)C1COc2ccccc2O1)c1c(N)n(Cc2ccccc2)c(=O)[nH]c1=O (stereo not drawn),1,1.2,-5,0,1,-3,0,-1,0,0.1
COc1cc(/C=C/C(=O)c2ccc(NS(=O)(=O)c3ccc(C)cc3)cc2)cc(OC)c1O,4,0.4,10,2,-21,2,5,47*,-14,-0.4
CCOCC(=O)Nc1cccc(-c2nc3cccnc3s2)c1C,-30,1.1,-3,3,6,10,5,2,5,-0.4
O=C(CSc1nnc2ccc(-c3ccccn3)nn12)Nc1ccc(F)cc1F,-2,0.0,4,-5,0,-7,-5,-1,-1,0.3
CC(=O)NCCNc1nc(NC(C)C)nc2cc(-c3ccccc3)sc12,-144,-1.7,-3,8,-4,-1,-11,-2,6,0.1
Cc1ccc(-c2nc3ncccc3o2)cc1NC(=O)c1cccs1,-14,-2.9,-5,1,8,0,4,-3,4,0.0
Cc1ccc2c(C)nc(Nc3nc(CSc4nnnn4-c4ccccc4)cc(=O)[nH]3)nc2c1,-3,-0.3,-5,-4,4,-9,-4,12,2,-0.2
